# CAL PDZ FP-1 – blocks peptide binding to the human CAL PDZ domain | inhibition, % at 24.9 µM | AID 602252 | hit rate 0.92% among 300,000 | Q9HD26 | purified CAL PDZ, TMR-peptide fluorescence polarization, 1 h;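 active = mean inhibition of at least 30% with at least half of replicates also reaching 30%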;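 also: 0% = DMSO neutral control and 100% = excess unlabeled competitor peptide PRC23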
# NSD2 HMT inh – inhibitors of human histone methyltransferase NSD2 | NSD2 peptide methylation, AlphaScreen, 120 min | inhibition, % at 12.5 µM | hit rate 0.54% among 310,000 | AID 743445; in the data active = inhibition above about 50%
# DAGLB inhibitor – blocks human DAGLB lipase activity; Q8NCG7; HEK293T DAGLB membrane lysate, EnzChek fluorogenic substrate; inhibition, % at 5.17 µM; hit rate 0.059% among 340,000; in the data active = inhibition above about 34%;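 also: 0% = enzyme with vehicle and 100% = wells lacking enzyme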
# Pemphigus Ab inh – blocks pemphigus antibody binding to human desmoglein-3 | DSG3-coupled beads, scFv-anti-DSG3-GFP binding, flow cytometry; active compounds read low | hit rate 0.48% among 310,000 | binding (percent of control), % at 10 µM | AID 588358 | P32926;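 active = binding more than 3 SD below its plate's average and above zero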;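 also: hits lower antibody fragment binding to DSG3; some compounds called inactive have numbers as strong as hits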
# V-ATPase pHluor – regulators of yeast V-ATPase proton transport; S. cerevisiae, pHLuorin cytosolic pH fluorescence; response, % at 10 µM; hit rate 0.37% among 350,000; in the data active = response mostly above about 7.3%, no sharp cut-off; inactive = mostly below about 5.4%; also: actives read high; inactives centre near 0; some compounds called inactive have numbers as strong as hits; reference of the scale not given here
# CAL PDZ FP-2 – inhibitors of human CAL PDZ peptide binding. Q9HD26. purified CAL PDZ, TMR-peptide fluorescence polarization, 1 h. inhibition, % at 20 µM. hit rate 0.02% among 330,000. AID 504414;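 active = highest replicate inhibition of at least 40%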;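 also: plate controls were DMSO neutral control wells for no effect and unlabeled competitor peptide control wells for full effect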
#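 material = purified tagged CAL PDZ domain construct (CerCALP) | compound dosing = 20 µM, one dose | times = 1 h at RT | measured by = fluorescence polarization from S- and P-plane intensities, G-factor corrected | read-out = inhibition from polarization loss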
# Cardiac RTF inh – cardiac RTF calcium desensitization. P19429+P45379. IANBD-labeled cardiac RTF, Ca2+ fluorescence. inhibition, % at 7.15 µM. hit rate 0.12% among 340,000;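 active = inhibition above the mean inhibition of all tested compounds plus 3 SD, cut at about 17% in these data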;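 also: assay run at fixed EC70 calcium of 1.6 mM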
# Keap1-Nrf2 PPI – Keap1-Nrf2 (human) interaction inhibition. Q14145. Keap1 Kelch-Nrf2 peptide fluorescence polarization, 1536-well. inhibition, % at 9.4 µM. hit rate 0.15% among 340,000; in the data active = inhibition above about 12%;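 also: human Keap1 Kelch domain with fluorescein labeled Nrf2 9mer peptide probe; 0% = neutral control wells and 100% = peptide positive control; higher means more block of Keap1 binding to Nrf2 peptide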
# Target sequence (Q14145 whole entry, looked up, the tested form may be a part): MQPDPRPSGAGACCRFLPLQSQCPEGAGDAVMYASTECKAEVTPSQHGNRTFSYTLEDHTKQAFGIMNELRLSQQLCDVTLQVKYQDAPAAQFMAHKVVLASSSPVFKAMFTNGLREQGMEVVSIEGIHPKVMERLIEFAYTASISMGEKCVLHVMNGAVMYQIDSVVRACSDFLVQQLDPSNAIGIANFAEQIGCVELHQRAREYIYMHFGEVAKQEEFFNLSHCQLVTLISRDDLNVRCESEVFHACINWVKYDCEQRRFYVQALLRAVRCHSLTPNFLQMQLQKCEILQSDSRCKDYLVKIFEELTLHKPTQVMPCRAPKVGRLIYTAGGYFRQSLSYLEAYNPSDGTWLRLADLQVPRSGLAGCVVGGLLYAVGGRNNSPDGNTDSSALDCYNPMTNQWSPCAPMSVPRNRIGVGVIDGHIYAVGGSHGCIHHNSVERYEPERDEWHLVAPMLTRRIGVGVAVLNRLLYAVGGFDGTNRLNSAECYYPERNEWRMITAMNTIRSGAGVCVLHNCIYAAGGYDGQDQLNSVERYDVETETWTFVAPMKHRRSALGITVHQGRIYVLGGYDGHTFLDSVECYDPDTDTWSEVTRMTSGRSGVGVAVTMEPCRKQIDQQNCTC
# C-LANA FP – blocks KSHV LANA C-terminal domain binding to DNA; hit rate 0.078% among 340,000; MBP-C-LANA/FAM-LBS DNA binding, fluorescence polarization; inhibition, % at 9 µM; AID 504423;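 active = highest replicate inhibition at or above 60% at 9 µM, even if other replicates fall short; inactive = all replicates below 60% inhibition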;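 also: 0% = neutral control wells and 100% = 4 µM acridine orange control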
# Arrestin-AP2 inh – blocks beta-arrestin peptide binding to AP2 adaptin; FITC-arrestin peptide / GST-AP2 beads, flow cytometry; AP2 beta2 appendage carries R879A mutation; inhibition, % at 10 µM; hit rate 0.31% among 340,000; AID 504490;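 active = inhibition above a set limit, near 3 SD of compounds lacking own fluorescence, cut at about 54% in these data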;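 also: plate controls were DMSO wells for no effect and 5 µM unlabelled arrestin peptide for full effect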
#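 Measured by: flow cytometry, FL1 (488/535 nm); Material: AP2 appendage R879A on GSH beads; Evaluation: percent response; Timing: pre-incubation 12 min, peptide binding 1 h, room temperature; Also added: 50 nM FITC-arrestin peptide; Medium: PBS with 0.05% Tween 20 and 0.1% BSA.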
# An asterisk follows results filed as active; . = no result given. These rows are one share of the data (hit frequency here may not be typical).
SMILES,CAL PDZ FP-1,NSD2 HMT inh,DAGLB inhibitor,Pemphigus Ab inh,V-ATPase pHluor,CAL PDZ FP-2,Cardiac RTF inh,Keap1-Nrf2 PPI,C-LANA FP,Arrestin-AP2 inh
CCCCn1c(=O)[nH]c(=O)c2c1nc(-c1ccccc1F)n2Cc1ccccc1,-2,.,7,94,3,-1.1,-11,-6,-0.8,-8
COC(=O)c1ccccc1NC(=O)CSc1nc2ncccc2[nH]1,2,0,0,116,-1,0.3,-5,-2,0.5,-12
CCOC(=O)C1(Cc2cccc(F)c2)CCN(Cc2cn(CC)nc2C)CC1,9,-5,3,98,17,.,-11,-2,0.4,-12
Cc1c(CCCC(=O)O)sc(N)c1C(=O)c1cccc(C(F)(F)F)c1,-5,.,3,100,5,-0.4,-1,-7,4.6,-5
CCc1ccccc1NC(=S)N1CCC(C(=O)c2ccc(F)cc2)CC1,-14,4,-1,106,-1,-0.9,-4,0,1.3,-10
CCC1(c2ccc(F)cc2)NC(=O)N(CC(=O)N2CCOCC2)C1=O (centres undefined),4,.,-3,.,-4,.,-10,2,4.9,-1
O=[N+]([O-])c1ccc(OCc2cn([C@@H](CO)c3ccccc3)nn2)c(Br)c1,-2,.,3,112,-3,3.5,-12,-2,0.6,-1
Cc1ccc(C(C)C)c(OCC#CCN2CCOCC2)c1,-3,-2,-4,99,-1,0.9,0,-3,1.3,3
C/C(=N\Nc1nc(C(C)(C)C)cs1)c1ccc(O)cc1,.,2,-1,106,1,0.3,-6,1,.,-3
CC1CN(C(=O)CCC(=O)NCc2ccc(Cl)cc2)c2ccccc2S1 (centres undefined),-7,.,-2,108,3,0.1,-7,0,-0.8,23
O=C(CSc1nccn1Cc1ccco1)Nc1ccc(F)cc1,.,6,1,.,1,-0.7,8,3,3.9,-10
CC(=O)c1ccc(NC(=O)Nc2sc(NS(=O)(=O)c3ccccc3)nc2C)cc1,1,-1,5,99,2,0.9,-5,2,0.1,5
CCOC(=O)/C(C#N)=C\c1ccc(OCC(=O)Nc2ccc(C)cc2C)c(OC)c1,0,-1,-5,.,-9,-0.1,0,0,0.0,24
O=C(O)Cn1cc(C(=S)N2CCOCC2)c2ccccc21,-2,-1,-2,98,6,-0.7,-3,1,-1.6,-1
CC1=C(C(=O)N2CCCCCC2)C2(CCC(C)CC2)OC1=O (centres undefined),-2,-1,-1,98,-1,0.0,-3,-3,1.0,32
CCOc1cccc(C(=O)N2CCCN(C)CC2)c1,-2,2,-2,109,6,-0.2,0,1,-0.7,28
COc1ccccc1Nc1nc(C)c(C(=O)Nc2ccccc2)s1,.,-3,-1,103,-3,0.4,2,-2,-0.3,1
CCC1(CC)Cc2ccccc2-c2nc(CCl)[nH]c(=O)c21,-1,1,1,108,1,0.2,-6,0,0.9,13
O=C(Nc1ccn(Cc2c(F)c(F)cc(F)c2F)n1)c1ccc(COc2ccc(Cl)cc2Cl)o1,0,4,-11,100,-6,-0.7,-3,-8,0.2,-5
Cc1ccc(C)c(-n2c(Cc3cccs3)n[nH]c2=S)c1,2,0,1,85,4,-2.7,-29,-1,-0.9,-14
COc1ccc(OC)c2[nH]c(C(=O)O)cc12,10,-2,-1,95,.,-1.1,-1,0,0.8,4
COc1ccc(/C=N/Nc2nc(-c3ccc(C)cc3)c(NC(C)=O)s2)cc1OC,7,-2,2,.,-7,-1.4,-3,2,-0.6,34
CCNC(=S)N1CCN(Cc2ccc3c(c2)OCO3)CC1,-2,-1,5,106,8,-0.9,-18,2,1.4,20
COc1ccc2nc(NC(=O)C3CCCN3S(=O)(=O)c3ccc(C)cc3)sc2c1 (centres undefined),.,-3,-3,110,-5,-3.0,-5,-5,-0.4,0
CCOc1ccc(C(C(=O)NC2CCCC2)N(CCCO)C(=O)c2ccc(-c3ccccc3)[nH]2)cc1 (centres undefined),-4,1,0,99,-3,-0.8,-7,0,0.0,13

# Reprinted from the part before: 2 entries, then new ones.
SMILES,CAL PDZ FP-1,NSD2 HMT inh,DAGLB inhibitor,Pemphigus Ab inh,V-ATPase pHluor,CAL PDZ FP-2,Cardiac RTF inh,Keap1-Nrf2 PPI,C-LANA FP,Arrestin-AP2 inh
COc1ccc2nc(NC(=O)C3CCCN3S(=O)(=O)c3ccc(C)cc3)sc2c1 (centres undefined),.,-3,-3,110,-5,-3.0,-5,-5,-0.4,0
CCOc1ccc(C(C(=O)NC2CCCC2)N(CCCO)C(=O)c2ccc(-c3ccccc3)[nH]2)cc1 (centres undefined),-4,1,0,99,-3,-0.8,-7,0,0.0,13
CC1(C)CC(=O)C=C(NCc2cccnc2)C1,0,-1,-1,.,1,-1.0,2,3,2.9,2
Cc1ccc(N=Cc2nc(/C=C/c3cccc([N+](=O)[O-])c3)oc2O)cc1,.,-3,-1,93,-1,-2.0,-2,3,3.0,0
CC1CCC(NC(=O)C2CCN(C(=O)Nc3ccccc3)CC2)CC1 (centres undefined),-2,1,2,114,4,-0.1,-9,-6,-0.7,-6
COc1ccc(CC(=O)NC(C)c2nnc(SCC(=O)Nc3nc(C)cs3)n2C)cc1 (centres undefined),3,-5,-4,.,-2,0.1,1,-6,-1.4,-2
COc1cccc2cc3c(=O)oc4ccccc4c3nc12,-4,-1,-3,108,0,.,-2,-1,-1.8,28
COc1ccc(-n2c(CN3CCC(C(N)=O)CC3)nc3ccc([N+](=O)[O-])cc3c2=O)c(OC)c1,-3,-2,1,95,1,0.6,-3,-3,0.3,0
Cn1c(=O)oc2cc(S(=O)(=O)N3CCC(N4CCCCC4)CC3)ccc21,.,.,-1,103,-4,-0.5,-1,-3,0.2,1
CC1CCCC(NC(=O)C2CCN(S(=O)(=O)c3cccc4nonc34)CC2)C1C (centres undefined),.,-3,-2,.,-2,0.1,0,-1,-1.5,17
COc1ccc(N2CCN(C(CNC(=O)c3cccs3)c3ccco3)CC2)cc1 (centres undefined),-4,5,2,97,-5,-2.3,3,1,-1.5,-1
Cc1ccc(CN2CCN(Cc3ccc(-n4cccn4)cc3)CC2CCO)cc1 (centres undefined),-3,0,0,102,2,-0.4,-3,-4,-0.9,-7
O=C(N=Nc1c(O)[nH]c2ccc(Br)cc12)c1cc(-c2cccs2)nc2ccccc12,-3,4,5,93,0,-2.2,-14,-2,-0.8,-11
COc1ccc(N(C(C)C(=O)Nc2ccc(S(=O)(=O)N3CCCCC3)cc2)S(C)(=O)=O)cc1 (centres undefined),0,2,2,93,2,6.4,-9,-4,-0.2,2
COc1ccccc1NC(=O)COc1ccc(/C=N/NS(=O)(=O)c2ccc(C)cc2)cc1,-6,0,-5,102,-6,-1.7,-2,1,0.3,-6
O=C(NC1CCCC1)C(c1ccc(F)cc1)N(C(=O)Cc1cccs1)c1ccc2c(c1)OCCO2 (centres undefined),-6,.,-3,97,1,-1.0,-3,-1,0.8,7
CCN1CCN(CCCNC(=O)CS(=O)(=O)Cc2nc(-c3cccc(OC)c3)oc2C)CC1,3,8,4,108,0,-7.9,-5,1,0.3,-15
N#C/C(=C(\O)C(F)(F)F)c1nnc2n1CCCCC2,-4,1,-5,98,1,-4.0,-5,-2,1.0,41
CCOc1ccccc1NC(=O)c1cc(Cl)ccc1NC(=O)c1ccco1,-4,-1,-5,92,-2,-0.8,0,-5,0.1,19
O=S(=O)(c1ccc(Cl)s1)N1CCN(Cc2ccccc2)CC1,-7,-1,-6,.,-2,-3.2,-13,-7,-3.7,1
COc1ccc(CCC(=O)NNC(=O)Nc2ccc(OC)c(OC)c2)cc1,0,-2,0,102,-2,-2.4,-3,-3,-1.3,-3
COc1ccccc1Nc1nc(N)nc(CSc2nnc(C)s2)n1,0,-1,-1,106,-1,-0.3,2,0,2.3,15
O=C(CN1CCN(C(=S)NC2CCCC2)CC1)Nc1ccc(Oc2ccccc2)cc1,-2,0,1,104,3,-2.5,4,2,1.7,-6
CNc1ncnc2c1ncn2-c1ccccc1,-3,0,0,.,5,0.3,-2,-6,0.8,-4
O=C(Cc1ccc(F)cc1)Nc1cc(S(=O)(=O)N2CCOCC2)ccc1N1CCCCC1,.,-4,0,106,0,.,.,.,.,.
CN(C)c1nc(N)nc(CSc2nnnn2-c2ccc(F)cc2)n1,1,-4,-3,112,2,-0.6,-4,-4,0.9,3
CCN(CC(=O)Nc1ccc(NC(C)=O)cc1)C(=O)CCCc1nc2ccccc2c(=O)[nH]1,-3,-1,1,93,-2,-2.0,-12,0,0.2,-2
O=C(CCN1C(=O)C2C3C=CC(C3)C2C1=O)N1CCN(c2cccc(Cl)c2)CC1 (centres undefined),-3,3,1,109,-1,-0.4,2,5,-0.4,6
NS(=O)(=O)c1ccc(NC(=O)c2ccc(S(=O)(=O)N3CCCCC3)cc2)cc1,-2,-1,-4,.,4,-3.0,-10,-1,-1.3,20
Cc1ccc(C(=O)N/N=C/C=C/c2ccccc2)cc1,4,8,1,97,-3,-0.4,6,-6,-0.6,1

# Among those listed so far, these contain two or more sulfur atoms:
SMILES,CAL PDZ FP-1,NSD2 HMT inh,DAGLB inhibitor,Pemphigus Ab inh,V-ATPase pHluor,CAL PDZ FP-2,Cardiac RTF inh,Keap1-Nrf2 PPI,C-LANA FP,Arrestin-AP2 inh
CC(=O)c1ccc(NC(=O)Nc2sc(NS(=O)(=O)c3ccccc3)nc2C)cc1,1,-1,5,99,2,0.9,-5,2,0.1,5
Cc1ccc(C)c(-n2c(Cc3cccs3)n[nH]c2=S)c1,2,0,1,85,4,-2.7,-29,-1,-0.9,-14
COc1ccc2nc(NC(=O)C3CCCN3S(=O)(=O)c3ccc(C)cc3)sc2c1 (centres undefined),.,-3,-3,110,-5,-3.0,-5,-5,-0.4,0
COc1ccc(CC(=O)NC(C)c2nnc(SCC(=O)Nc3nc(C)cs3)n2C)cc1 (centres undefined),3,-5,-4,.,-2,0.1,1,-6,-1.4,-2
COc1ccc(N(C(C)C(=O)Nc2ccc(S(=O)(=O)N3CCCCC3)cc2)S(C)(=O)=O)cc1 (centres undefined),0,2,2,93,2,6.4,-9,-4,-0.2,2
O=S(=O)(c1ccc(Cl)s1)N1CCN(Cc2ccccc2)CC1,-7,-1,-6,.,-2,-3.2,-13,-7,-3.7,1
COc1ccccc1Nc1nc(N)nc(CSc2nnc(C)s2)n1,0,-1,-1,106,-1,-0.3,2,0,2.3,15
NS(=O)(=O)c1ccc(NC(=O)c2ccc(S(=O)(=O)N3CCCCC3)cc2)cc1,-2,-1,-4,.,4,-3.0,-10,-1,-1.3,20

# Source: PubChem (several laboratories)
